# Screening results: PubChem BioAssay, several laboratories
# MEKK2mut PB1 HTS: signal of MEK5 binding to mutant human MEKK2 PB1 domain; bead flow cytometry, Alexa488-MEK5 binding to MEKK2 mutant; percent response, % at 10 µM; hit rate 0.35% among 290,000; AID 1530; in the data active means percent response above about 24%, passing the limit was not always enough; further: inactives centre near 1; some results filed as inactive read as strong as hits; reference of the scale not given here
# NALP1 inh: blocks the NALP1 inflammasome reconstituted in yeast. S. cerevisiae NALP1/ASC/caspase-1 growth, X-gal OD620, 72 h. inhibition, % at 10 µM. hit rate 0.61% among 280,000. AID 2071; in the data active means inhibition mostly above about 24%, no sharp cut-off; inactive means mostly below about 32%; further: some compounds called inactive have numbers as strong as hits
# V1R ag counter: activates human V1a receptor in oxytocin agonist counter-screen | CHO-V1R cells, Fluo-8 calcium fluorescence, agonist mode; 0% DMSO, 100% 3 nM vasopressin | activation, % at 3 µM | hit rate 0.25% among 320,000 | AID 2797;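 active means activation above the mean activation of all tested compounds plus 3 SD, per screening run, cut at about 20% in these data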;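 further: signal is peak over basal fluorescence ratio across a 100 second FLIPR read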
# OXTR ag: activates the human oxytocin receptor; hit rate 0.32% among 320,000; AID 2435; activation, % at 3 µM; CHO-OTR cells, Fluo-8 calcium fluorescence; normalized: DMSO 0%, oxytocin 100%; P30559;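 active means activation above the mean of all tested compounds plus 3 SD, cutoff set per screening run, cut at about 20% in these data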;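 further: peak over basal fluorescence ratio from a 100 s FLIPR kinetic read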
# MEKK2 WT-MEK5: raises or lowers MEK5 binding to wildtype human MEKK2 PB1 domain | Q9Y2U5 | bead flow cytometry, Alexa488-MEK5 binding to MEKK2 WT; actives lie on both sides | binding response (% of control), % at 10 µM | hit rate 1.1% among 290,000 | AID 1531; in the data active means binding response below about 67% or above about 130%
# GalR3 antag: blocks the human galanin receptor 3; O60755; HEK293 GalR3-CNG cAMP membrane potential fluorescence; galR3 body fused to GalR1 C-terminus; inhibition, % at 3 µM; hit rate 0.44% among 360,000; AID 651719;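 active means inhibition above the screen-wide average plus 3 SD, cut at about 13% in these data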;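 further: forskolin and galanin both at EC90 stimulate the cells; cAMP rise reported by CNG channel membrane potential dye signal; 0% = forskolin plus galanin with DMSO and 100% = forskolin alone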
# GPR7 antag: antagonists of human GPR7 (neuropeptides B/W receptor 1) | P48145 | GPR7-expressing cells, fluorescence antagonist assay | inhibition, % at 4.4 µM | hit rate 1.1% among 290,000 | AID 1861; in the data active means inhibition above about 16%, passing the limit was not always enough;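 further: cells stimulated with the agonist NPW; 0% = agonist with vehicle and 100% = vehicle without agonist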
# MEKK3 PB1 HTS: modulators (inhibitors or enhancers) of MEK5 binding to human MEKK3 PB1 domain. Q99759. bead-based flow cytometry, Alexa488-MEK5 binding to MEKK3; actives lie on both sides; 0 = blocked by unlabeled MEK5, 100 = vehicle. binding response (% of control), % at 10 µM. hit rate 1.4% among 290,000;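 active means binding response more than 3 SD above or below the average of its plate-row segment, actives on both sides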;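 further: Alexa488 bead fluorescence after subtracting the streptavidin-only scavenger bead signal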
# Target sequence (Q99759 whole entry, looked up, the tested form may be a part): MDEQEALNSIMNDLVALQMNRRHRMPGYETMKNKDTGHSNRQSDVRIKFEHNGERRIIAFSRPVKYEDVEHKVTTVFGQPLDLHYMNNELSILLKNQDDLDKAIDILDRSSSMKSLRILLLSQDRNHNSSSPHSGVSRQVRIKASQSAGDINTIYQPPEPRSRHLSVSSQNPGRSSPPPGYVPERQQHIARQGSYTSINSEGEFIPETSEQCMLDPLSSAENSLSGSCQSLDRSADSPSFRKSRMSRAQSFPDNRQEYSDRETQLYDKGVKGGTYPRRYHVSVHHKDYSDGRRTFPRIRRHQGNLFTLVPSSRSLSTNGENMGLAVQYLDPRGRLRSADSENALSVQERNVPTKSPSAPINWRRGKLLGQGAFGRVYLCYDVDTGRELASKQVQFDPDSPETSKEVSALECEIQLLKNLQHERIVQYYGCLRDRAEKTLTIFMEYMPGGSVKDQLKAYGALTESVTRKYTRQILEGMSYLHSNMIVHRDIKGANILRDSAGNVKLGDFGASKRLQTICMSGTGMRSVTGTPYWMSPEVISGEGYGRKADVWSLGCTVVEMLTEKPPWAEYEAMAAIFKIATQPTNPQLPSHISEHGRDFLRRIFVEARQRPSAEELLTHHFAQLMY
# PHOSPHO1 block: inhibitors of human PHOSPHO1 phosphatase; hit rate 1.1% among 290,000; recombinant PHOSPHO1, absorbance phosphatase assay; inhibition, % at 13.3 µM; AID 1565; in the data active means inhibition above about 60%
# Target sequence (Q8TCT1 whole entry, looked up): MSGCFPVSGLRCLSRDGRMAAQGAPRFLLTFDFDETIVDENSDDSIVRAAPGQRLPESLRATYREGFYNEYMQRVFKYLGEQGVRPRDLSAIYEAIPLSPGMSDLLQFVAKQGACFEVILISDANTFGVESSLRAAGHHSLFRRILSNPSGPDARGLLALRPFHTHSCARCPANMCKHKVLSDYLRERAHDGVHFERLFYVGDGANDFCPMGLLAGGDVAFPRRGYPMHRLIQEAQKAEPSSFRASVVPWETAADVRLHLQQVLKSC
# Numbers without * were called inactive; x = not tested or not shown; & = joins results of further samples; ! = a repeat was not active.
cpd	Structure	NALP1 inh	GalR3 antag	OXTR ag	MEKK2mut PB1 HTS	MEKK3 PB1 HTS	GPR7 antag	PHOSPHO1 block	V1R ag counter	MEKK2 WT-MEK5
1	O=S(=O)(/N=C(/c1ccc(Cl)cc1)N1CCOCC1)c1ccc(Cl)cc1	6	1	0.7	-7	89	8	27	1.1	94
2	Oc1ccc(NCc2cccs2)cc1	11	-5	-0.2	14	102	-21	19	0.0	102
3	CC(C)c1ccc(NC2CCCN(C(=O)CCn3cnnn3)C2)cc1 (configuration not stated)	2	1	-0.5	4	101	13	18	-0.4	105
4	Cc1ccc(-c2nnc(-c3ccc(NC(=O)c4cccs4)cc3)o2)cc1	14	-8	1.2	-1	97	-5	10	0.6	92
5	Cc1cccc2cc3cccc(C)c3nc12	14	0	0.3	-2	98	-7	32	0.6	96
6	CN1CCN(CC(=O)Nc2nc3c(s2)CCCC3)CC1	x	-7	1.3	-6	59	-5	8	-0.1	59
7	Cc1ccc(NC(=O)Nc2cc(C(F)(F)F)c[nH]c2=O)cc1	11	-8	-0.2	2	103	-14	18	-0.2	103
8	Nc1cc(-c2ccc(Br)cc2)nc2cc(-c3ccccc3)nn12	6	-4	0.5	-12	95	-9	-12	-0.5	100
9	O=C(CCS(=O)(=O)c1ccc2c(c1)NC(=O)CS2)NCc1ccccc1Cl	1	x	0.8	4	98	1	18	2.3	97
10	COc1ccc(C(=O)N/C(=C\c2cn(S(=O)(=O)N(C)C)c3ccccc23)C(=O)NCCN2CCOCC2)cc1	11	2	0.4	0	97	-6	55	0.7	99
11	O=C(O)c1ccccc1C(=O)OCc1ccccc1	18	0	0.4	2	100	1	2	0.9	103
12	Cn1cnc(S(=O)(=O)NC2CCN(Cc3c(F)cccc3Cl)CC2)c1	6	0	0.1	9	102	-15	19	1.0	108
13	OC(CNCCNc1ncccc1C(F)(F)F)Cn1ccc2ccccc21 (configuration not stated)	22	-9	14	-2	95	14	11	11	109
14	CCOc1ccc(-n2nnnc2SCC(=O)N2CCOCC2)cc1	-1	-2	-0.9	3	109	1	-4	0.1	109
15	Cc1ccc(-c2nc(CSCC(=O)NCC3CCCO3)c(C)o2)cc1 (configuration not stated)	17	-6	-0.3	-1	97	-10	19	0.6	95
16	CN(C)S(=O)(=O)n1cc(/C=C(\NC(=O)c2ccccc2)C(=O)NCCN2CCOCC2)c2ccccc21	6	7	0.3	1	104	-8	15	2.5	104

# Reprinted from the part before: two entries, then new ones.
cpd	Structure	NALP1 inh	GalR3 antag	OXTR ag	MEKK2mut PB1 HTS	MEKK3 PB1 HTS	GPR7 antag	PHOSPHO1 block	V1R ag counter	MEKK2 WT-MEK5
15	Cc1ccc(-c2nc(CSCC(=O)NCC3CCCO3)c(C)o2)cc1 (configuration not stated)	17	-6	-0.3	-1	97	-10	19	0.6	95
16	CN(C)S(=O)(=O)n1cc(/C=C(\NC(=O)c2ccccc2)C(=O)NCCN2CCOCC2)c2ccccc21	6	7	0.3	1	104	-8	15	2.5	104
17	COc1ccccc1NC(=S)N(CCc1nc2cc(C)c(C)cc2[nH]1)Cc1cccnc1	16	-4	-0.3	-6	94	-10	-120	0.8	92
18	CCCCc1nnc(NC(=O)CSc2nc(C)cc(=O)[nH]2)s1	-12	-4	-0.8	-2	98	2	13	0.5	99
19	Cc1ccc(CN(C(=O)c2ccc([N+](=O)[O-])cc2)C2CCS(=O)(=O)C2)o1 (configuration not stated)	15	-7	0.8	3	102	-11	22	0.7	103
20	O=C(N/N=C/c1cccs1)c1ccccn1	-3	-4	0.5	-3	93	-4	12	-0.5	93
21	CC(=O)Nc1ccc(S(=O)(=O)N(C)CC(=O)OCC(=O)c2cc(C)n(-c3ccc4c(c3)OCO4)c2C)cc1	26	-3	-0.4	8	98	-10	0	0.5	103
22	O=C(O)c1cccc(NC(=O)c2ccc(N3C(=O)c4ccc(C(=O)Nc5cccc(C(=O)O)c5)cc4C3=O)cc2)c1	0	-9	0.8	4	98	-8	35	1.0	105
23	Fc1ccccc1/C=N/Nc1cc(N2CCCCC2)ncn1	x	-10	-1.4	13	105	-7	x	-0.3	108
24	Cc1sc2nc(SCC(=O)Nc3ccc(S(=O)(=O)NCCCC(=O)O)cc3)[nH]c(=O)c2c1C	10	-2	-0.5	13	105	-15	8	0.9	108
25	O=C(NCC1CCCO1)c1cccc(S(=O)(=O)NCc2ccccc2)c1 (configuration not stated)	7	-6	1.6	-6	101	-1	-18	-0.7	95
26	O=C(OCCN1CCCCC1)C1(c2ccccc2)CCCC1	6	-10	1.6	-7	102	-1	45	1.4	95
27	Cc1cccc(OCCCC(=O)NC(C)c2ccccc2)c1 (configuration not stated)	7	5	-2.4	1	104	-5	-1	-1.3	100
28	CCC[N+](C)(C)C(C)C(OC(C)=O)c1ccccc1 (configuration not stated)	x	-7	0.7	5	102	-19	36	0.0	101
29	c1ccc(Oc2cccc(OCCCCN3CCCC3)c2)cc1	44	-8	4.9	1	99	2	-3	1.9	112
30	O=C(/C=C/c1cccc([N+](=O)[O-])c1)Nn1c(-c2ccccc2F)nc2ccccc2c1=O	1	61*	-1.4	-2	98	-10	9	-1.0	99
31	COC(=O)/C(C#N)=C/c1c(Oc2cc(C)cc(C)c2)nc2ccccn2c1=O	x	-5	-1.1	5	103	-13	32	0.4	105
32	O=[n+]1cc(-c2ccc(Cl)cc2)n([O-])c2c1CCCCC2	27	-5	-1.3	0	86	3	-35	-0.5	101
33	COc1ccc(C(C(=O)NCc2ccccc2)N(Cc2cccnc2)C(=O)c2snc(C(N)=O)c2N)cc1OC (configuration not stated)	6	-8	0.4	2	100	-9	49	-0.3	102
34	CCOC(=O)C1CCCN(C(=O)COc2ccc(S(=O)(=O)N(CC)c3ccccc3)cc2)C1 (configuration not stated)	0	-7	-0.4	-1	108	8	53	1.9	102
35	O=C(O)CCSc1nnc(-c2ccccc2)n1-c1ccccc1	-2	-3	0.5	5	70	-1	52	0.4	110
36	CCCCNC(=O)CN1C(=O)NC2NC(=O)NC21 (configuration not stated)	-10	-1	0.5	8	104	-11	-19	1.3	106
37	CCOC(=O)Cn1cnc(-c2ccc([N+](=O)[O-])cc2)c1	28	-11	-0.4	0	118	1	-3	-0.4	102
38	COc1ccc(CC(=O)NCC2CCCCC2)cc1OC	-10	-6	0.9	6	100	-7	20	1.1	101
39	C=CCn1c(P(C)(=O)O)nc2ccccc21	-8&18	0&-5	0.3&2.1	1&1	138*!	-23&-8	-5&13	-0.8&0.5	102&108
40	COc1ccc(CNc2nc3c(c(=O)[nH]c(=O)n3C)n2CCCc2ccccc2)cc1	3	-2	-2.2	4	98	-8	1	-0.5	100
41	OC(COc1ccccc1CNCc1cccnc1)CN1CCc2ccccc2C1 (configuration not stated)	8	-7	1.0	11	99	-6	-3	0.1	126
42	COc1ccc(/C=C2\SC(=O)N=C2N)cc1	25	-1	-0.9	-2	100	0	-15	-0.6	97
43	O=C(O)/C=C/C(=O)Nc1cc(F)ccc1F	7	0	-0.2	-15	89	-11	-4	-0.1	90
44	NNC(=O)c1cc(C23CC4CC(CC(C4)C2)C3)nc2ccccc12	-1	-4	-0.3	0	99	-6	-3	-0.5	97
45	COc1ccc(C(=O)NCCNc2ccc([N+](=O)[O-])cc2)cc1	-7	-7	-2.2	-2	99	4	32	0.4	100
46	COc1ccc(NC2CC(=O)N(c3ccc(C(=O)O)cc3)C2=O)cc1 (configuration not stated)	4	-5	1.4	0	130*	2	37	-0.6	108
47	CC(Cc1cccnc1)NC(=O)c1cc(COc2ccc(F)cc2F)on1 (configuration not stated)	28	0	1.9	1	101	-14	3	4.3	102
48	COc1ccc2c(c1)c(C(=O)CN1CCC(C(N)=O)CC1)c(C)n2C	-6	-3	0.2	2	100	-7	33	0.2	105
49	CCOC(=O)c1c(C)nc(SC)c(C#N)c1-c1ccccc1	19	-3	-2.4	5	105	-9	-14	-0.9	114
50	COc1ccccc1NC(=O)CC1S/C(=N/N=C(\C)C2CCCCC2)NC1=O (configuration not stated)	-3	-2	0.0	-2	97	-20	20	0.4	93
51	CC(C)(C)NC(=O)CSc1nc(O)cc(=O)n1-c1ccccc1F	-3	-5	1.9	-4	90	-14	36	3.9	98
52	CC(NCC(O)COCc1cccs1)C1CC2CCC1C2 (configuration not stated)	3	-5	3.4	4	106	8	-2	2.4	110
53	COc1ccc(NC(=O)CS(=O)CC(=O)Nc2cc(Cl)ccc2OC)cc1 (configuration not stated)	26	-4	1.6	-8	93	1	4	-0.7	93
54	O=C(N/C(=C\c1ccc(Cl)cc1)C(=O)N1CCCCC1)c1ccco1	-2	-9	0.3	2	99	-7	14	4.3	108
55	CC(Sc1nnc2ccccn12)C(=O)N1CCc2ccccc2C1 (configuration not stated)	14	1	-0.3	17	98	11	11	-0.1	101
56	CCN(CC(=O)NCc1ccc(Cl)cc1)C(=O)/C=C/c1ccc(C#N)cc1	23	-3	0.7	-6	95	4	45	-0.6	94
57	Cc1ccc(S(=O)(=O)NC(C(=O)N2CCOCCOCCOCCOCC2)c2ccccc2)cc1 (configuration not stated)	-3	1	-1.3	-7	101	1	17	0.7	96
58	Cc1cccc(NC(=O)Nc2ccc(Br)cc2)n1	11	-7	2.5	6	103	-4	28	4.6	107
59	O=C(NCCCN1CCOCC1)c1sc2ccccc2c1Cl	13	-3	0.4	-1	96	-4	26	1.8	98
60	CCn1c(C)cc(=S)c2ccccc21	2	0	0.9	4	109	-9	24	-0.7	104
61	CCOC(=O)C1=C(c2ccccc2)NC(N)=NC1c1ccc(OCc2ccc(Cl)cc2)c(OC)c1 (configuration not stated)	-4	-8	0.2	82*	105	1	13	-0.6	248*
62	Cc1ccc(C(=O)C(C)OC(=O)CCN2C(=O)C3C4C=CC(C5CC45)C3C2=O)cc1 (configuration not stated)	5	-3	2.4	3	104	-5	33	3.6	107
63	CC(=O)Nc1cc(C(=O)N2CCCC2)ccc1S(=O)(=O)c1ccc(C)cc1	-9	2	-0.9	2	106	-12	36	2.5	103
64	Cc1csc(SCC(=O)N(C)CC(=O)Nc2ccc(F)cc2)n1	-15	x	0.0	-3	97	-2	-10	-0.7	97
65	CCOP(=O)(OCC)c1nc(-c2ccccc2Cl)oc1N1CCOCC1	-9	-6	-0.7	-1	104	-4	28	0.3	102
66	Cc1ccccc1NC(=O)C1C2CCCCC21 (configuration not stated)	-6	-8	-1.2	15	111	-20	30	-0.5	116
67	COc1cc(C2C(C#N)=C(N)Oc3n[nH]c(-c4ccccn4)c32)cc(OC)c1OC (configuration not stated)	-12	-5	0.1	0	99	-5	32	0.3	101
68	CC(C)C(C)NC(=O)COc1ccc([N+](=O)[O-])cc1Cl (configuration not stated)	23	-5	0.2	-3	104	13	-3	1.8	97
69	Cn1c(N)c(S(=O)(=O)N2CCN(c3ccccc3Cl)CC2)c(=O)n(C)c1=O	-1	-2	-0.6	3	101	-7	48	-0.2	102
70	Cc1ccc(OCC(O)Cn2nc(C)cc2C)cc1 (configuration not stated)	14	-3	0.1	-8	98	-8	3	0.8	99
71	CCNc1ccc(S(=O)(=O)N(C)C)cc1NCC(=O)Nc1c(F)cccc1F	13	-2	-2.6	3	108	-8	-29	-0.8	110
72	O=C(NNS(=O)(=O)c1ccc([N+](=O)[O-])cc1)c1ccncc1	0	-1	0.3	8	100	-4	2	0.9	100
73	Cc1ccc(N2C(=O)N(Cc3ccccc3C)c3ccccc3S2(=O)=O)cc1	29	-1	-0.7	-6	82	-3	-6	0.7	87
74	CCCOc1ccc(Br)cc1CSC(=N)N	1	50*	16	1	106	54*	2	13	109

# Not a hit list (roughly 5.4% active in at least one column).
